Source: PubChem
MOR-DOR ag: agonists of human mu-delta opioid receptor heterodimerization; activation, % at 9.3 µM; actives 0.3% (n = 340,000); P35372+P41143; cells, OPRM1-OPRD1 heterodimerization, luminescence; in the data active = activation above about 18%;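 note: 0% = vehicle-treated cells and 100% = reference agonist; values of inactives mirror those of a sister screen read the other way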
DAGLB inhibitor: blocks human DAGLB lipase activity | HEK293T DAGLB membrane lysate, EnzChek fluorogenic substrate | actives 0.059% (n = 340,000) | inhibition, % at 5.17 µM | Q8NCG7; in the data active = inhibition above about 34%;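 note: 0% = enzyme with vehicle and 100% = wells lacking enzyme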
HTR5A ag ctr: counter-screen for OPRM1-OPRD1 agonists: human HTR5A agonism | HTR5A agonist assay, luminescence, cell-based | activation, % at 9.3 µM | actives 0.61% (n = 340,000) | AID 504692; in the data active = activation mostly above about 9.5%, no sharp cut-off; inactive = mostly below about 7.6%;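 note: 0% = cells with vehicle only and 100% = reference agonist; strong numbers were not always called active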
Pemphigus Ab inh: human desmoglein-3 autoantibody binding inhibition | P32926 | actives 0.48% (n = 310,000) | AID 588358 | binding (percent of control), % at 10 µM | DSG3-coupled beads, scFv-anti-DSG3-GFP binding, flow cytometry; stronger effect = lower value;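 active = binding more than 3 SD below its plate's average and above zero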;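 note: hits lower antibody fragment binding to DSG3; some compounds called inactive have numbers as strong as hits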
V-ATPase pH: regulators of yeast V-ATPase proton transport; S. cerevisiae, pHLuorin cytosolic pH fluorescence; response, % at 10 µM; actives 0.37% (n = 350,000); in the data active = response mostly above about 7.3%, no sharp cut-off; inactive = mostly below about 5.4%; note: actives read high; inactives centre near 0; some compounds called inactive have numbers as strong as hits; reference of the scale not given here
HTR5A inv ctr: HTR5A inverse agonism, opioid heterodimer counter-screen; HTR5A cell line, luminescence; actives 0.083% (n = 340,000); AID 504634; inhibition, % at 9.3 µM; P47898; in the data active = inhibition mostly above about 23%, no sharp cut-off; inactive = mostly below about 18%;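 note: 0% = cells with DMSO and 100% = no-cell wells with DMSO; some compounds called inactive have numbers as strong as hits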
PKA-R1A activ: PKA-R1A complex activation. PKA-R1A dissociation, Cy5-IP20 fluorescence polarization; scaled: DMSO 0%, 113 µM cGMP 100%. actives 0.083% (n = 340,000). activation, % at 11.4 µM;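 active = percent activation above the mean of all tested compounds plus 3 SD, cut at about 19% in these data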;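 note: higher means more PKAc released from R1A so a rise in polarization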
MOR-DOR inv ag: inverse agonists of human mu-delta opioid receptor heterodimerization | P35372+P41143 | cell-based MOR-DOR heterodimer luminescence, inverse agonism | inhibition, % at 9.3 µM | actives 0.21% (n = 340,000) | AID 504357; in the data active = inhibition above about 22%, passing the limit was not always enough;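 note: 0% = cells with DMSO and 100% = wells without cells with DMSO; values of inactives mirror those of a sister screen read the other way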
Arr AP2 block: inhibitors of human beta-arrestin and AP2 interaction. inhibition, % at 10 µM. actives 0.31% (n = 340,000). FITC-arrestin peptide / GST-AP2 beads, flow cytometry; AP2 beta2 appendage carries R879A mutation;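 active = inhibition above a set limit, near 3 SD of compounds lacking own fluorescence, cut at about 54% in these data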;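 note: plate controls were DMSO wells for no effect and 5 µM unlabelled arrestin peptide for full effect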
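Assay system: GST-AP2 R879A bound to glutathione beads, E. coli-expressed; Medium: PBS with 0.05% Tween 20 and 0.1% BSA; Also added: fluorescein-tagged arrestin peptide at 50 nM final; Timing: 12 min plus 1 h, RT; Measured by: flow cytometry, FL1 (488/535 nm); Evaluation: percent drop in bead-associated FITC signal.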
PKA-R2B act: PKA-R2B complex activation; actives 0.079% (n = 340,000); activation, % at 11.4 µM; P22694+P31323; AID 504700; PKA-R2B holoenzyme dissociation, Cy5-IP20 fluorescence polarization; R2B truncated from residue 108, S112A mutant; 0% DMSO only, 100% 113 µM cGMP;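 active = activation above a cutoff set at the mean over all compounds plus 3 SD, cut at about 18% in these data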;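 note: higher means more holoenzyme dissociation and a rise in polarization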
Numbers without * were called inactive; . = not tested or not shown.

molecule	Pemphigus Ab inh	HTR5A inv ctr	MOR-DOR inv ag	PKA-R2B act	MOR-DOR ag	DAGLB inhibitor	V-ATPase pH	PKA-R1A activ	Arr AP2 block	HTR5A ag ctr
CCOc1cccc(-c2nc3cc(C)ccc3o2)c1	105	-18	-1	-8	0.2	-3	-4	2	35	5
O=C(CSc1nncn1-c1ccccc1)Nc1ccccc1F	124	-2	-9	4	1.1	-1	3	8	15	-2
O=C(COn1nnc2ccc(Cl)cc21)Nc1ccc(F)cc1	106	17	-39	-7	7.9	-3	-5	0	2	-2
CC(=O)NC(=S)NNC(=O)C(c1ccccc1)c1ccccc1	96	9	16	3	-3.0	-1	3	-6	-9	-7
CC1CCCCC1NC(=O)CCC(=O)N1CCOc2ccc(Cl)cc21 (configuration not stated)	99	-15	13	14	-2.4	0	-1	-1	-1	0
O=C(NCCCO)/C(=C\c1cn(-c2ccccc2)nc1-c1cccnc1)NC(=O)c1ccccc1	111	7	-2	-7	0.3	-1	-3	-9	0	2
Cc1nnc2c(NC(C)C)nc3ccccc3n12	95	17	13	3	-2.3	-9	-1	2	-3	-6
CCOC(=O)c1c(C)c(C(=O)NCCc2ccccc2)c(C)n1C	89	-7	-3	1	0.4	-3	2	4	-6	3
CC12C=CC3(O1)C(C(=O)N(c1ccccc1)C3C(=O)NC1CCCC1)C2C(N)=O (configuration not stated)	.	14	17	3	-2.8	0	-1	0	6	-6
c1ccc(CSc2ncccn2)cc1	102	-16	18	-9	-3.2	-3	8	-11	-44	6

Other records:
molecule	Pemphigus Ab inh	HTR5A inv ctr	MOR-DOR inv ag	PKA-R2B act	MOR-DOR ag	DAGLB inhibitor	V-ATPase pH	PKA-R1A activ	Arr AP2 block	HTR5A ag ctr
N=c1c2c(n(Cc3ccc([N+](=O)[O-])cc3)c3c1CCC3)CCCC2	103	-26	11	-1	-2.1	1	-1	-8	-11	0
CCn1ncc(C(=O)Nc2cc(C)on2)c1C	100	8	-2	-7	0.4	-2	-3	3	8	1
COc1ccc(C(C)=O)cc1COC(=O)c1ccc2c(c1)OCO2	104	1	10	-14	-1.9	-12	-1	5	7	-2
Cc1ccc(NC(=O)N2CCC(c3nc4c(nnn4Cc4cccc(Cl)c4)c(=O)[nH]3)CC2)cc1	109	7	2	-4	-0.5	2	0	4	9	9
CCN(CC)c1ccc(NC(=O)CSC(=O)c2ccccc2)cc1	102	-23	1	-3	-0.3	4	-5	-10	0	9
Cc1ccc(CNC(=O)C2CCCN(S(C)(=O)=O)C2)cc1 (configuration not stated)	85	-7	10	-10	-1.8	-1	4	-6	-3	-2
COCCn1c(=S)[nH]c2cc(C(=O)N3CC(C)CC(C)C3)ccc2c1=O (configuration not stated)	100	0	10	4	-2.0	2	-2	-7	-17	5
CCOC(=O)Cc1csc(NC(=O)c2cccc(N3C(=O)CCC3=O)c2)n1	101	15	-14	-6	2.2	2	0	-5	-4	-6
O=C(C1CCC(Cn2c(=S)[nH]c3ccccc3c2=O)CC1)N1CCN(c2ccccn2)CC1 (configuration not stated)	.	5	-4	6	0.9	3	5	2	-8	6
COc1ccc(-c2noc(CCCC(=O)NC3CCCC3)n2)cc1OC	91	-6	12	-7	-2.1	-2	-3	3	-6	-1

(next part)
molecule	Pemphigus Ab inh	HTR5A inv ctr	MOR-DOR inv ag	PKA-R2B act	MOR-DOR ag	DAGLB inhibitor	V-ATPase pH	PKA-R1A activ	Arr AP2 block	HTR5A ag ctr
COc1ccc(CN2CCCCC2C(=O)Nc2ccc(OC)c(OC)c2)cc1OC (configuration not stated)	105	10	0	0	-0.1	0	-3	1	-2	1
CCOC(=O)C(=N/O)/C(C)=N/NC(C)=O	102	14	8	8	-1.6	-1	1	-1	-13	-5
Cc1noc(C)c1COc1cccc(C(=O)Nc2ccc(Br)cc2F)c1	106	-22	-10	-2	2.6	-8	-2	-13	6	9
NS(=O)(=O)c1ccc(CCNC(=O)c2cc3ccccc3s2)cc1	94	-16	-24	-1	3.0	2	2	-10	-15	5
N#CC1(NC(=O)COC(=O)CNC(=O)c2sc3ccccc3c2Cl)CCCCC1	.	10	12	-5	-3.0	-1	2	0	-12	-4
O=C(O)c1sccc1S(=O)(=O)c1ccccc1	92	17	2	4	-0.4	0	4	2	14	3
COc1ccc([C@H]2CC(=O)C=C(c3ccc4c(c3)OCCO4)C2)cc1	111	-15	16	2	-2.8	-10	2	18	3	1
COCC(=O)N(Cc1cc2ccc(C)cc2[nH]c1=O)c1cccc(C)c1	101	-7	1	4	-0.2	3	2	4	22	2
CC1CCCN(S(=O)(=O)c2ccc(C(=O)Nc3nnc(C4CC4)o3)cc2)C1 (configuration not stated)	.	-17	18	7	-3.1	2	1	12	1	5
Cc1nc2c(-c3ccc(F)cc3)c(C)nn2c(C)c1CCC(=O)NC(C)CCc1ccco1 (configuration not stated)	98	-29	0	0	-0.1	-2	1	-2	10	10

New compounds follow:
molecule	Pemphigus Ab inh	HTR5A inv ctr	MOR-DOR inv ag	PKA-R2B act	MOR-DOR ag	DAGLB inhibitor	V-ATPase pH	PKA-R1A activ	Arr AP2 block	HTR5A ag ctr
CCOC(=O)N1CCC(NS(=O)(=O)c2ccccc2)CC1	110	-16	10	-5	-1.8	0	1	4	14	6
O=C(NCCN1C(=O)S/C(=C\c2ccc(OC(F)F)cc2)C1=O)[C@@H]1CCCN1C(=O)c1cccs1	97	-20	11	-25	-2.0	-1	0	-1	-1	1
NC(=O)CSc1oc(-c2ccco2)nc1S(=O)(=O)c1ccc(Br)cc1	109	9	6	1	-0.9	-3	4	-7	-5	0
Cc1ccc(S(=O)(=O)NCc2ccncc2)cc1C	95	-4	2	-6	-0.3	3	1	6	17	1
COc1ccc(CNC(=O)CN(C(=O)c2csnn2)c2ccc(F)cc2)cc1	120	23	5	-2	-0.7	3	1	3	4	4
C=CCNC(=S)N/N=C/c1ccc(C)c([N+](=O)[O-])c1	108	-5	-3	-8	0.6	-1	1	-7	21	0
O=C(CCc1ccccc1)Nc1ccccc1OC(=O)c1ccccc1	92	5	13	-6	-2.4	-3	-2	-4	0	-2
O=C(O)Cc1ccc(NC(=O)Nc2cccc3ccccc23)cc1	101	16	22	5	-4.4	0	3	-3	9	-7
O=C(C1=C[C@H](C2CCCCC2)C[C@H](OCCCCO)O1)N1CCOCC1	102	4	7	-2	-1.3	-3	1	-11	22	-1
COc1ccc(N2C3=[N+](CCCC3)CC2(C)O)cc1 (configuration not stated)	98	-15	9	0	-1.6	-2	-3	0	17	-4

Later entries.
molecule	Pemphigus Ab inh	HTR5A inv ctr	MOR-DOR inv ag	PKA-R2B act	MOR-DOR ag	DAGLB inhibitor	V-ATPase pH	PKA-R1A activ	Arr AP2 block	HTR5A ag ctr
O=S(=O)(Nc1ccc(-c2ccc3nncn3n2)cc1)c1cccs1	104	-7	-8	6	1.1	-1	-1	-2	1	3
CC1CCCC(NC(=O)COC(=O)c2c[nH]c(=O)[nH]c2=O)C1C (configuration not stated)	115	11	13	-4	-2.2	1	2	-3	-5	-4
CCO[C@H]1OC(C(=O)NCc2ccccc2)=C[C@@H](c2ccc(Br)cc2)[C@@H]1CCCO	105	5	-1	6	0.2	1	1	3	-4	7
N/C(=N\OCC(=O)Nc1ccc(F)c(Cl)c1)c1ccccc1	104	-15	4	-4	-1.0	-5	3	1	7	6
O=C(CCN1C(=O)C2C3C=CC(C4CC34)C2C1=O)Nc1ccc(Cl)cc1O (configuration not stated)	106	14	-14	1	2.1	4	1	4	38	-4
c1ccc(-c2nc(-c3ccc(-c4ccon4)s3)no2)cc1	104	-5	16	-7	-3.2	-16	3	8	-11	-2
Cc1nc2ccccc2n1S(=O)(=O)c1ccc(F)cc1	99	13	19	-4	-3.7	0	-2	-4	-2	-3
CCOc1ccc(-c2cn(CCC#N)cn2)cc1	106	12	-6	-8	1.0	2	-4	-1	6	1
CCCCC1=CC2=CC(=O)C(C)(OC(=O)CC)C(=O)C2=CN1c1ccccc1 (configuration not stated)	99	13	-15	-2	2.6	4	8	6	16	-4
CCn1c(NCCO)nc2c(c1=O)C(C)(CC)Cc1ccccc1-2 (configuration not stated)	98	2	4	-11	-0.7	0	-2	-7	-8	0

Additional compounds:
molecule	Pemphigus Ab inh	HTR5A inv ctr	MOR-DOR inv ag	PKA-R2B act	MOR-DOR ag	DAGLB inhibitor	V-ATPase pH	PKA-R1A activ	Arr AP2 block	HTR5A ag ctr
O=C(CCCc1nc(-c2ccc(Cl)cc2)no1)NCC1CCCO1 (configuration not stated)	96	2	2	0	-0.3	1	-3	-7	9	-1
CCCCCC(=O)OC(CN1CCCCCC1)CN1CCCC1=O (configuration not stated)	114	25	8	-12	-1.6	-2	3	-8	22	5
C=CCN(CC=C)C(=O)Cc1ccc(F)cc1	.	-5	8	1	-1.3	-2	-2	4	22	2
CC(=O)c1cccc(NC(=O)CNC(=O)c2cc3ccccc3o2)c1	98	4	18	8	-3.6	-2	-1	-4	28	-1
Cc1ccc(NC(=O)C2CCN(C(=O)c3ccc(Cl)cc3)CC2)nc1	112	-17	6	2	-1.2	-3	4	0	5	7
Cc1ccccc1-c1noc(C2CCCCC2)n1	102	4	7	-3	-1.3	-3	3	7	0	-2
C=CCn1c(Cc2nc3ccccc3[nH]2)n[nH]c1=S	100	-24	8	-5	-1.6	3	-1	4	8	3
CCOC(=O)Nc1c(C(=O)OC)[nH]c2cc(OC)ccc12	95	3	6	6	-1.1	-1	.	0	15	-4
COC(=O)CSc1nnc(CNC(=O)c2ccccc2F)n1-c1ccccc1	113	-32	17	-9	-3.5	-2	-2	-3	-17	1
